Screens deposited in PubChem by several laboratories.
Yfh1-off respiration = mitochondrial function rescue without frataxin homolog – Friedreich's ataxia, plus single-dose screen, dose response (AID 1465). 0.074% of 220,000 active. fold induction at 50 µM, or EC50 in µM where a hit was titrated. S. cerevisiae Yfh1-off respiration, WST-1 reduction, 72 h; higher fold induction means a stronger effect;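 active = fold induction of absorbance versus untreated yeast above a set limit, then at least 30% activation at any dose in follow-up; inconclusive = repeats straddling the limit, or above it without dose testing; inactive = fold induction below the set limit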;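 also: activators that raise dye reduction in frataxin-depleted yeast; strong numbers were not always called active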
K1F lysis inhibition = protection from phage-mediated lysis, alamar blue read-out – E. coli UTI89, K1F phage, bacterial capsule biogenesis inhibitors (AID 488966) | E. coli UTI89 K1F phage lysis, alamar blue, 2 h; higher % means a stronger effect | inhibition, % at 100 µM; hits with a dose series show IC50 in µM | 0.02% of 340,000 active;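 active = phage lysis inhibition, versus mean bacterial control, above a set limit; inconclusive = no clear call, values can overlap the other calls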;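 also: capsule biogenesis inhibitors block K1F phage lysis so surviving cells raise fluorescence; higher fluorescence means more inhibition of phage lysis; actives were called in the ten point dose series up to 300 µM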
WT yeast gro inh = growth inhibition of WT yeast, mitochondrial fusion screen | mitochondrial fusion phenotypic screen, WT strain | inhibition, % at 10 µM | 2.1% of 190,000 active; in the data active = inhibition above about 58%; tested in S. cerevisiae
Dengue-2 NS5 capping = Dengue-2 NS5 methyltransferase inhibitors, primary screen, biochemical, confirmation dose response (AID 588689). Dengue-2 NS5 methyltransferase capping enzyme assay, biochemical; higher % means a stronger effect. one-dose inhibition, % at 25 µM; IC50 in µM for titrated hits. 0.3% of 340,000 active; in the data active = a potency from the dose series; inconclusive = inhibition above about 29% without an active follow-up result
Large T inhibition = SV40 large T antigen inhibitors, biochemical (AID 1903) | 0.39% of 310,000 active | SV40 large T antigen ATPase/helicase inhibition assay; higher % means a stronger effect | inhibition, % at 20 µM, or IC50 in µM where a hit was titrated; in the data active = a potency from the dose series; inconclusive = inhibition mostly from about 32% at the one dose, without a potency; inactive = the rest, 99 in 100 with inhibition below about 32%; also: strong numbers were not always called active
West Nile antiviral = inhibition of WNV-induced cytopathic effect – cell-based, CPE readout (AID 1621) | West Nile virus-infected cells, CPE inhibition; higher % means a stronger effect | one-dose CPE inhibition, % at 10 µM; IC50 in µM for titrated hits | 0.02% of 290,000 active; in the data active = a potency from the dose series; inconclusive = CPE inhibition mostly from about 3.7% at the one dose, without a potency; inactive = the rest, 99 in 100 with CPE inhibition below about 2.2%; also: strong numbers were not always called active
XIAP displacement = small molecules displacing peptide from XIAP – biochemical, IAP family, fluorescence polarization (AID 1018); XIAP BIR domain, fluorescence polarization peptide displacement; higher % means a stronger effect; one-dose displacement, % at 20 µM; IC50 in µM for titrated hits; 0.007% of 200,000 active; in the data active = displacement above about 50%; also: a part of the inactive calls stands beside numbers as strong as those of hits
CSM14.1 death rescue = protection against thapsigargin-triggered cell killing – 384-well, CSM14.1, ATP luminescence, primary screen (AID 1222). 190,000 tested, under 10 active. one-dose cellular ATP content (survival), % at 20 µM; EC50 in µM for titrated hits. CSM14.1 thapsigargin-induced death rescue, ATP luminescence; higher % means a stronger effect;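 active = EC50 below 50 µM in the dose-response confirmation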;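 also: death triggered by thapsigargin at about 15 µM added after 2 h compound pretreatment; cell ATP read after overnight thapsigargin exposure of roughly 18 to 22 hours; normalized against plate controls of thapsigargin alone and 5% DMSO vehicle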
RSV CPE inhibition = RSV antiviral activity via CPE protection, HEp-2 cells, primary 10 µM value included (AID 2391); CPE inhibition, % at 10 µM; hits with a dose series show IC50 in µM; HEp-2 cells, RSV-induced CPE inhibition; higher % means a stronger effect; 0.13% of 310,000 active; in the data active = a potency from the dose series; inconclusive = CPE inhibition mostly from about 23% at the one dose, without a potency; inactive = the rest, 99 in 100 with CPE inhibition below about 21%; also: strong numbers were not always called active
WT yeast gro inh mutant strain = also measured in WT yeast gro inh; calls as there; inhibition, %; mitochondrial fusion phenotypic screen, mutant strain inhibition
Dengue-2 NS5 capping pilot replicate = further read-out of Dengue-2 NS5 capping, marked with its call; inhibition, %; measured here: pilot screen replicate inhibition
Starred values were filed as active, the others as inactive; i = inactive; ? = inconclusive; · = not tested or not shown; & = joins results of further samples; [ ] = remark or other dose.

SMILES	Yfh1-off respiration	K1F lysis inhibition	WT yeast gro inh	WT yeast gro inh mutant strain	Dengue-2 NS5 capping	Large T inhibition	West Nile antiviral	XIAP displacement	CSM14.1 death rescue	RSV CPE inhibition	others
O=C(Nc1ccc(Cl)cc1)c1cccc(OC(=S)N2CCOCC2)c1	·	0.0%	·	·	2%	30%	-0.9%	·	·	0.8%
COCC(C)n1c(C)cc(C(=O)CSc2nnc(Nc3ccccc3F)s2)c1C (stereo unspecified)	i	0.0%	8	34	-7%	3%	-0.5%	-2.9%	-0.2%	5.9%
CC(NC(=O)CS(=O)(=O)c1ccccc1)c1ccccc1 (stereo unspecified)	·	1.5%[50 µM]	·	·	1%	25%	-0.1%	·	·	1.7%
Cc1ccc(C(=O)Nn2cnnc2)cc1	·	0.1%	·	·	-8%	8%	0.1%	·	·	3.8%
Cc1ccoc1C(=O)N1CCN(C(=O)c2occc2C)CC1	·	-0.2%	·	·	-8%	3%	0.4%	·	·	1.1%
O=C(CCn1ccc2ccccc21)Nc1ccc(N2CCOCC2)cc1	i	-0.4%	17	8	2%	2%	-0.1%	-2.2%	-1.9%	0.8%
CC(C(=O)O)n1ncc2ccccc2c1=O (stereo unspecified)	i	0.2%	·	·	-5%	15%	0.0%	·	·	0.1%
CN(C)S(=O)(=O)c1ccc(NC(=O)COC(=O)C2CC3CCCC(C2)C3=O)cc1 (stereo unspecified)	i	0.1%	10	-7	-8%	4%	0.7%	-1.4%	-1.6%	0.8%
O=C(OCc1cn(-c2ccc(Cl)cc2)nn1)c1ccccc1	·	-0.2%	-4	7	-6%	5%	·	-2.1%	-1.1%	1.8%
CCOC(=O)c1c(CSC(=N)N)n(-c2ccc(Br)cc2)c2cc(Br)c(OC(C)=O)cc12	i	-1.8%[50 µM]	46	-2	1%	5%	-1.0%	-2.0%	-3.8%	·
c1ccc(Cn2c(CNc3nc4ccccc4n3CCN3CCCCC3)nc3ccccc32)cc1	i	1.8%	64*	8.8*	-8%	20%	-0.5%	-2.5%	9.4%	-1.3%
CC1=C(C(=O)Nc2ccc(C(=O)N3CCN(c4ccccc4F)CC3)cc2)SCCO1	·	0.1%	·	·	0%	?	-0.4%	·	·	4.8%
COc1ccc(CN(C)C(=O)c2cc(S(=O)(=O)N3CCCCCC3)ccc2OC)cc1OC	·	0.2%	·	·	-8%	-4%	0.7%	·	·	-0.2%
Cc1ccc(OCCOCCOc2ccc(Br)cc2/C=N\NC(=O)c2ccncc2)cc1	i	1.2%	14	-5	-4%	11%	-1.7%	-3.5%	-0.2%	12%
CCS(=O)(=O)c1ncc(Cl)c(C(=O)Nc2ccccc2OC)n1	·	0.2%	·	·	-5%	9%	-2.2%	·	·	-2.2%
CC1(C)Cc2nc3sc4c(N(CCO)CCO)ncnc4c3cc2CO1	i	-0.2%	-2	2	-2%	-1%	1.9%	0.8%	-2.6%	0.5%
COc1ccc(-c2nc(N)nc(C(F)(F)F)c2-c2cscn2)c(O)c1	i	0.2%	·	·	-8%	17%	-0.1%	·	·	0.9%
COc1ccc(N(Cc2cc3ccccc3[nH]c2=O)C(=O)C2CCCO2)cc1 (stereo unspecified)	i	1.0%	-5	10	-7%	33%	1.0%	-9.0%	-0.1%	2.6%
COc1ccc(CCNC(=O)CO/N=C/c2cc3c(cc2Br)OCO3)cc1OC	i	-0.1%	0	-12	-2%	7%	-1.2%	-4.1%	0.9%	12%
CC(Cc1cccs1)NC(=O)NC1CCCCC1 (stereo unspecified)	i	-3.2%	4	-2	1%	4%	0.7%	-2.5%	0.0%	-0.5%
NC(=O)NC(=O)COC(=O)CCCSc1nc2ccccc2s1	i	0.5%[50 µM]	·	·	4%	15%	-0.2%	·	·	-0.7%
CCc1ccc(OCC(=O)OC(C)C(=O)NC2CC2)cc1 (stereo unspecified)	·	1.3%[50 µM]	·	·	-3%	4%	0.1%	·	·	3.8%
O=C(CSc1cccc2cccnc12)N/N=C/c1ccc(F)cc1	i	0.8%	·	·	-8%	5%	0.1%	·	·	0.8%
CCCC(=O)NC1=C(C#N)C2(CCCCC2)Cc2ccccc21	i	-0.2%	13	12	·	9%	-0.3%	-4.2%	-0.4%	-0.4%
Cc1cc(C)cc(C(=O)NCC(=O)OCC(=O)c2cc(C)n(CC(F)(F)F)c2C)c1	i	0.1%	7	-3	5%	5%	-0.8%	-0.1%	-3.4%	2.0%
Cc1nnc(-c2cccc(Br)c2)c2cn(-c3ccccc3)nc12	i	0.4%	12	10	-49%	0%	-0.2%	-1.2%	-2.6%	-0.2%	Dengue-2 NS5 capping pilot replicate=30
O=C(COc1ccccc1)Nc1nc(-c2ccc(S(=O)(=O)N3CCOCC3)cc2)cs1	?	4.8%	25	34	-3%	9%	0.5%	-4.3%	3.6%	16%
Cc1cc(C)nc(SCC(=O)N(C)CC(=O)Nc2ccccc2Br)n1	·	1.0%[50 µM]	·	·	0%	7%	·	·	·	-0.2%
CN(Cc1ccccn1)Cc1cn(Cc2ccccc2)nc1-c1ccc2c(c1)OCO2	i	0.0%	-5	15	-10%	-2%	-0.7%	-9.2%	1.8%	-0.4%
Cc1ccccc1OCC(=O)OCC(=O)Nc1ccc(N2CCOCC2)cc1	i	0.3%	-22	0	-12%	12%	-0.1%	-7.2%	-2.6%	2.6%
COc1ccc(C(O)(C2CCCCC2)C(CN2CCCC2)c2ccccc2)cc1 (stereo unspecified)	·	0.6%[50 µM]	·	·	-1%	4%	-0.9%	·	·	0.9%
O=C(COC(=O)c1cccs1)NCCN1C(=O)CSC1=O	i	6.0%	-2	-4	-12%	8%	0.7%	-7.3%	-1.4%	0.3%
O=C(COc1ccc([N+](=O)[O-])cc1)Nc1ccc(S(=O)(=O)N2CCOCC2)cc1	·	-0.1%	·	·	-7%	8%	-0.2%	·	·	1.3%
O=C(O)C(CCCCNS(=O)(=O)c1ccc(F)cc1)NS(=O)(=O)c1ccc(F)cc1 (stereo unspecified)	·	0.3%&-0.9%	·	·	-7%&-3%	11%&1%	0.0%&1.0%	·	·	1.1%&0.4%
O=C1C2CCCN2C(=O)N1CCCCN1CCN(c2ccc(F)cc2)CC1 (stereo unspecified)	i	0.8%[50 µM]	-5	-14	-3%	7%	-0.5%	-21%	-0.7%	-0.3%
CCc1ccc(N2C(=O)CC(Cn3nc(C)cc3C)C2=O)cc1 (stereo unspecified)	i	0.5%	·	·	-5%	0%	-0.1%	·	·	-0.9%
COC(=O)C(NC(=O)CCC(=O)NC(C(=O)OC)c1ccccc1)c1ccccc1 (stereo unspecified)	·	-0.2%	·	·	-8%	19%	0.4%	·	·	1.4%
CCOC(=O)Nc1ccc2c(COC(=O)CNS(=O)(=O)c3cccc(Br)c3)cc(=O)oc2c1	i	1.7%	-11	-12	6%	2%	0.7%	-6.9%	-2.1%	1.8%
CC12CCC3c4ccc(O)cc4CCC3C1CC(O)C2O (stereo unspecified)	·	-1.0%	·	·	-2%	0%	·	·	·	?
O=C(NCCCN1CCCC1=O)c1ccc(Cl)c(NS(=O)(=O)c2ccc(F)cc2)c1	i	-2.7%	-1	-7	1%	3%	0.1%	-11%	-3.5%	1.1%
O=C(Cc1ccccc1)Nc1ccc(N2CCOCC2)cc1N1CCOCC1	i	1.5%	3	1	-10%	25%	0.2%	-3.3%	-1.2%	2.0%
COc1cccc(NC(=O)CSc2nnnn2C(C)C)c1	·	-0.1%	-7	-13	-5%	8%	·	-2.9%	-2.4%	0.0%
C=CCn1c(NC)cc(=O)n(C)c1=O	i	0.3%	10	8	-5%	4%	-0.3%	-5.2%	2.2%	0.6%
Cc1nc2ccccc2c(=O)n1NC(=O)c1cncc(Br)c1	i	-0.3%	-8	-17	-2%	1%	0.9%	-9.8%	-2.9%	-1.4%
CC(OC(=O)C1CC(=O)N(Cc2ccccc2)C1)C(=O)Nc1cccc(C#N)c1 (stereo unspecified)	·	0.0%	·	·	-3%	5%	0.5%	·	·	1.0%
Cc1ccc(N2C(=O)CC(Sc3ccccc3C(=O)O)C2=O)cc1 (stereo unspecified)	i	1.2%[50 µM]	-30	13	-15%	17%	0.4%	-7.3%	0.4%	1.7%
Cc1cc(Nc2ccccc2C(=O)O)n(-c2ccc([N+](=O)[O-])cc2)n1	i	-0.3%	·	·	15%	12%	0.2%	·	·	-0.4%
CCOC(=O)Cc1nnc2c(Nc3ccccc3F)nc3nonc3n12	i	-0.3%	40	33	-10%	6%	1.2%	0.5%	·	7.6%
CN(C)C(=O)N1CCC(C(=O)N2CCCC(C(=O)c3ccc(C(C)(C)C)cc3)C2)CC1 (stereo unspecified)	i	-0.3%	13	16	1%	2%	-0.2%	-1.3%	-0.2%	6.2%
COc1ccc(NC(=O)c2cccc(S(=O)(=O)N(C)c3ccccc3)c2)cn1	i	2.1%	11	-18	-8%	-1%	-0.7%	-7.0%	-1.1%	14%

The list goes on.
SMILES	Yfh1-off respiration	K1F lysis inhibition	WT yeast gro inh	WT yeast gro inh mutant strain	Dengue-2 NS5 capping	Large T inhibition	West Nile antiviral	XIAP displacement	CSM14.1 death rescue	RSV CPE inhibition	others
Cc1cc(=S)cc(C)n1CCCO	i	0.8%	·	·	-3%	8%	0.2%	-1.9%	-0.7%	-0.1%	Dengue-2 NS5 capping pilot replicate=-0.3
CCn1c2ccccc2c2cc(NC(=O)CSc3nnc(-c4cccc(F)c4)o3)ccc21	i	-0.1%	·	·	-5%	-2%	0.4%	-4.8%	-0.2%	1.9%
CCCCc1c(C)nc2ccccc2c1SCCC(=O)O	i	-0.7%	-14	-3	-4%	8%	0.8%	-1.7%	-0.2%	0.9%
COc1ccc(C(c2sc3nc(C)nn3c2O)N2CCCCC2)cc1 (stereo unspecified)	i	2.3%	7	2	2%	14%	-0.1%	-13%	-1.0%	0.8%
Cn1cc(Cl)c(C(=O)Nc2nc3ccc(Cl)cc3s2)n1	i	0.1%	12	6	0%	9%	-0.1%	0.6%	-0.3%	-1.0%
COc1cc2c(cc1OC)C(c1ccccc1)NCC2 (stereo unspecified)	·	0.0%	·	·	-2%	10%	0.3%	·	·	-1.4%
O=C(O)CCc1ccc(-c2ccc(Cl)cc2)n1CC(=O)O	i	0.3%[50 µM]	0	68	1%	?	0.4%	-8.1%	-0.9%	-0.6%
Cc1c(O)ccc(/C(Cc2ccc3ccccc3n2)=N\N)c1O	i	0.8%	·	·	-33%	8%	-0.5%	·	·	7.7%
COc1ccc(NC(=O)C2CCN(S(=O)(=O)c3ccc4c(c3)NC(=O)CO4)CC2)cc1	·	0.2%	·	·	1%	15%	0.8%	·	·	3.7%
